NPY-Y1 antag – NPY-Y1 receptor antagonists, primary screen, cell-based. Neuropeptide Y receptor type 1 (Homo sapiens), P25929. HEK293-CNG Y1 cells, membrane potential fluorescence; NPY at EC95, then isoproterenol. inhibition, % at 3.6 µM. 1% of 200,000 active. AID 1040, 2008;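 active = inhibition above the campaign mean inhibition of all tested compounds plus 3 SD, cut at about 20% in these data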;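 also: 0% = DMSO wells given NPY plus isoproterenol and 100% = isoproterenol alone without NPY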
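Material: HEK293 Y1/CNG channel cell line; also added: NPY (25 nM), isoproterenol (1 µM), Ro 20-1724 (25 µM); doses: one concentration, 3.6 µM, in 0.4% DMSO; schedule: compound incubation 1 h at room temperature, readout 45 min post-stimulation; technique: membrane potential fluorescence; measure: fluorescence ratio normalized to % inhibition between controls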
BaF3 parental – parental Ba/F3 cell viability inhibition, counter-screen for JAK2V617F inhibitor project, murine pro-B, CellTiter-Glo luminescence. 1.1% of 220,000 active. inhibition, % at 5.6 µM. AID 1486, 2009. CellTiter-Glo ATP luminescence;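 active = inhibition above a per-campaign cutoff, the mean inhibition of all tested compounds plus 3 SD, cut at about 27% in these data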;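 also: 0% = DMSO wells and 100% = JAK Inhibitor I control wells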
Ba/F3 V617F tox – reduced viability of JAK2V617F-dependent Ba/F3 cells, primary screen, JAK2V617F inhibitor project, cell-based, Ba/F3 EpoR-JAK2V617F, luminescence; AID 1446, 2008; 1.1% of 220,000 active; inhibition, % at 5.6 µM; ATP luminescence;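 active = inhibition above the campaign mean plus 3 SD over all tested compounds, cut at about 24% in these data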;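 also: cytokine-independent growth of Ba/F3 cells driven by EpoR plus mutant JAK2; 0% = DMSO-treated cells and 100% = JAK inhibitor I control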
NCF1 inh – p47phox/p22phox peptide binding inhibitors, primary screen, biochemical, uHTS, NADPH oxidase regulatory subunit | Neutrophil cytosol factor 1 (Homo sapiens), P14598 | 0.53% of 220,000 active | inhibition, % at 24.7 µM | fluorescence polarization, 2 h;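 active = inhibition above about 30%, limit read from the data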;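 also: 0% = p47phox with labelled peptide and 100% = labelled peptide alone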
Target sequence (P14598 whole entry, looked up): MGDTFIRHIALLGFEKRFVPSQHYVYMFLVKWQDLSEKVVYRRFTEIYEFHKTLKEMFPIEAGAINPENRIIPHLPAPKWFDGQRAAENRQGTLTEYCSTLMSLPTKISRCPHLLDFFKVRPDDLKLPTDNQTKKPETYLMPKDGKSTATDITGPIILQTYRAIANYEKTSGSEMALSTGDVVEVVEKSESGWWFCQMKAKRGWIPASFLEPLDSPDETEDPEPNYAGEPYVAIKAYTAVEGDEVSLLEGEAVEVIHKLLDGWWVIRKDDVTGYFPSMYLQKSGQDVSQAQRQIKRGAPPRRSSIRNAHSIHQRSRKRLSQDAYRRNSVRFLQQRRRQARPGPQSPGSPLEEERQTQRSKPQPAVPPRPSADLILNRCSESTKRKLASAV
S1P4 antag – S1P4 receptor antagonists, primary screen, cell-based | 0.26% of 220,000 active | S1P4-expressing cells, antagonist mode, reporter read-out | Sphingosine 1-phosphate receptor 4 (Homo sapiens), O95977 | inhibition, % at 4.98 µM; in the data active = inhibition above about 29%;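 also: 0% = wells stimulated with agonist and 100% = vehicle wells without agonist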
Target sequence (O95977 whole entry, looked up): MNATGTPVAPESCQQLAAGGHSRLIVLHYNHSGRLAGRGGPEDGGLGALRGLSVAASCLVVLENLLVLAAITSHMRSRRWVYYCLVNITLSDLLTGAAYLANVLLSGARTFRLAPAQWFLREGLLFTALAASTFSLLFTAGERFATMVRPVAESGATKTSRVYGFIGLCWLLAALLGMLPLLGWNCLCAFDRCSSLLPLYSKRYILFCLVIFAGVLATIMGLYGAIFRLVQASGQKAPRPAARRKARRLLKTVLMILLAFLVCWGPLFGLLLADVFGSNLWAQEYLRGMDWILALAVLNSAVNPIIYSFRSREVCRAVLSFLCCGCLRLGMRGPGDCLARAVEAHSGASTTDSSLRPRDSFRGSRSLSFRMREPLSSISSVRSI
NPY1 pot ag – NPY-Y1 receptor potentiators or agonists, primary screen, cell-based | activation, % at 3.6 µM | 0.37% of 220,000 active | NPY-Y1 expressing cells, potentiator/agonist activation; in the data active = activation above about 33%, passing the limit was not always enough;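 also: cells stimulated with NPY at EC10 then isoproterenol at EC100; 0% = low agonist plus stimulus and 100% = saturating agonist plus stimulus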
NPY2 pot ag – NPY-Y2 potentiators or agonists, primary screen, cell-based | 0.45% of 220,000 active | activation, % at 3.6 µM | cells expressing NPY-Y2, potentiator/agonist read-out | Neuropeptide Y receptor type 2 (Homo sapiens), P49146; in the data active = activation above about 27%;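 also: cells stimulated with NPY near EC25 plus isoproterenol at EC100; 0% = vehicle plus submaximal agonist and 100% = vehicle plus saturating agonist; some results beyond the cut were filed as inactive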
CHOP inh – inhibitors of CHOP promoter induction, primary screen, cell-based, unfolded protein response, luciferase reporter; CHO-K1 CHOP-promoter luciferase, tunicamycin-induced, 15-18 h; inhibition, % at 10 µM; 3.8% of 220,000 active; AID 2732, 2010;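 active = compounds that reduced the stress-induced luciferase reporter signal by more than about 70% of percent inhibition, limit read from the data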;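 also: 0% = tunicamycin plus vehicle and 100% = wells without tunicamycin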
S1P4 ag – S1P4 receptor agonists, primary screen, cell-based; Sphingosine 1-phosphate receptor 4 (Homo sapiens), O95977; S1P4-expressing cell line, agonist reporter assay; activation, % at 4.98 µM; 0.35% of 220,000 active; AID 1509, 2009; in the data active = activation above about 11%;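 also: 0% = DMSO vehicle and 100% = reference agonist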
Numbers without * were called inactive; · = not tested or not shown.

SMILES	NPY-Y1 antag	BaF3 parental	Ba/F3 V617F tox	NCF1 inh	S1P4 antag	NPY1 pot ag	NPY2 pot ag	CHOP inh	S1P4 ag
O=C1CN(C(=O)COc2ncnc3ccccc23)c2ccccc2N1	5	3	-4	-5	17	10	-16	39	1.1
Clc1ccccc1Cc1noc(CN2CCN(c3cnccn3)CC2)n1	-5	1	-1	32*	1	1	-19	18	-1.8
Cc1ccc(Cn2c(Sc3nccc(C)n3)nc3c2c(=O)[nH]c(=O)n3C)cc1	1	6	7	-17	-7	-4	6	-5	1.3
CCOc1ccc2oc(-c3ccccc3)c(C(=O)N3CCN(C)CC3)c2c1	4	3	-1	1	2	2	12	8	0.5
Cc1[nH]c2ccccc2c1SCC(=O)N1CCC(C)CC1	7	8	1	0	-15	21	-10	9	1.1
O=C(Nc1ccc([N+](=O)[O-])cc1)N1CCCCC1	-4	1	1	-1	-16	5	-4	-3	0.9
Cc1csc2ncc(C(=O)N3CCc4ccccc43)c(=O)n12	-3	1	-3	·	-4	13	-4	·	3.6
O=C(CC1(C(F)(F)F)OCCO1)Nc1ccc2c(c1)OCO2	6	3	0	3	7	3	10	-26	-0.3
CN1CCC(N(C)C(=O)CCc2nc3ccccc3c(=O)[nH]2)CC1	0	9	0	-7	2	-13	-4	-15	-0.3
O=C(COC(=O)Cc1ccc(Br)cc1)NCc1ccc(F)cc1	8	1	-3	2	-14	-17	-18	-2	-0.6
Cc1nn(-c2ccccn2)c2c1C(c1ccsc1)C1=C(CCCC1=O)N2 (centres undefined)	-2	6	2	-11	0	11	0	3	0.1
Nc1nnc(SCC(=O)c2ccc3c(c2)NC(=O)CO3)s1	-5	10	3	-12	-5	-5	-4	8	0.1
CC(C)CC(=O)NC(=S)NCCc1ccccc1	-6	2	-4	-5	-13	17	7	57	0.9
COc1cc(OC)c(NC(=O)c2c(-c3ccccc3)noc2C)cc1Cl	4	2	0	2	-3	8	4	-3	-1.2
CCC(C)/C(C)=N/NC(=O)c1ccc(COc2ccc(Cl)c(C)c2)cc1 (centres undefined)	-3	1	-1	-2	-1	-33	-1	54	0.2
O=C(O)c1ccc(N/N=C/c2cccc3cccnc23)cc1	·	-5	-1	-19	-3	11	14	-21	-1.0
CCCCNC(=O)CCc1c(C)nc2nc(-c3cc(OC)cc(OC)c3)nn2c1C	2	3	-2	-23	15	7	-5	0	-0.9
Cn1cnnc1SCC(=O)Nc1nc(-c2ccccc2)cs1	-2	2	-3	-12	-15	5	4	4	3.2
N/C(Cc1ccc(Cl)cc1)=N\OC(=O)c1ccccc1	2	3	-2	-7	4	-8	8	16	-0.1
CSc1nnc(-c2ccc(C(F)(F)F)cn2)o1	·	-3	-5	-4	9	2	-13	-2	-0.1
CC(C)=NOc1cc(NC(=O)CCl)cc([N+](=O)[O-])c1	1	5	15	5	-4	-27	9	111*	-0.7
Cc1cc(C)c(C#N)c(SCCN2CCOCC2)n1	·	-1	1	-3	-15	9	14	6	0.3
CCc1cc2c(C)cc(C)cc2nc1SCC(=O)Nc1cc(C)on1	2	2	1	7	-19	16	-16	43	0.9
COc1ccc(C(=O)NNC(=O)CNC(=O)C2CCCCC2)cc1	1	10	3	2	-2	-3	-6	-12	1.5
CCOC(=O)c1c(-c2ccsc2)csc1N	-2	13	3	-15	1	-5	-2	-3	1.2

2 of the compounds above, field by field:
O=C1CN(C(=O)COc2ncnc3ccccc23)c2ccccc2N1
- NPY-Y1 antag: 5
- BaF3 parental: 3
- Ba/F3 V617F tox: -4
- NCF1 inh: -5
- S1P4 antag: 17
- NPY1 pot ag: 10
- NPY2 pot ag: -16
- CHOP inh: 39
- S1P4 ag: 1.1

Clc1ccccc1Cc1noc(CN2CCN(c3cnccn3)CC2)n1
- NPY-Y1 antag: -5
- BaF3 parental: 1
- Ba/F3 V617F tox: -1
- NCF1 inh: 32*
- S1P4 antag: 1
- NPY1 pot ag: 1
- NPY2 pot ag: -19
- CHOP inh: 18
- S1P4 ag: -1.8

Continued:
SMILES	NPY-Y1 antag	BaF3 parental	Ba/F3 V617F tox	NCF1 inh	S1P4 antag	NPY1 pot ag	NPY2 pot ag	CHOP inh	S1P4 ag
COC(=O)c1ccc2c(=O)n(-c3ccccc3)c(=S)[nH]c2c1	0	4	-1	-5	3	-4	12	15	1.5
COCCNS(=O)(=O)c1ccc(-c2ccc(Cl)cc2)cc1	1	8	-2	-5	-1	9	-2	34	-0.1
CC(=O)Nc1ccc(OCC(O)Cn2c3ccccc3c3ccccc32)cc1 (centres undefined)	-9	4	2	-5	-9	0	1	42	-0.6
COC(=O)c1c(NC(=O)CN2CCC3(O)CCCCC3C2c2ccccc2OC)sc(C)c1C (centres undefined)	7	7	1	-39	-4	3	-6	18	-1.4
N#C/C(=C\c1ccc(Oc2ccc(C(F)(F)F)cc2[N+](=O)[O-])cc1)c1nc2ccccc2[nH]1	2	-1	-1	-12	-7	-11	-3	-1	1.5
O=C(CCCC(=O)N/N=C\c1ccccn1)N/N=C\c1ccccn1	-1	-1	-4	-2	-26	6	-6	-6	3.2
COc1ccc(C(c2c(O)nc[nH]c2=O)c2c(O)nc[nH]c2=O)cc1	·	-5	-2	-27	-8	1	11	-4	0.2
COc1ccccc1CNC(=O)CSc1nc(C)cs1	-2	3	2	0	-9	-12	-8	17	1.1
COCCN(C(=O)C1CCC1)c1nnc(-c2cccnc2)s1	5	2	0	0	-8	-6	2	1	-2.5
O=C(CC1NCCNC1=O)Nc1ccc(Oc2ccccc2)cc1 (centres undefined)	-6	5	2	-12	-17	-2	-7	-15	1.4
O=C1CC(N2CCC(O)(c3ccc(Cl)cc3)CC2)C(=O)N1 (centres undefined)	3	-1	-2	-10	-18	-30	-9	6	0.2
COc1ccccc1OCC(=O)NNC(=S)NC(=O)c1ccco1	0	4	0	-10	7	19	3	-3	2.8
CCC(=O)Oc1ccc(C(=O)Nc2cccc(C(=O)NC(C)(C)C)c2)cc1	0	6	-1	-18	15	-20	-4	-1	0.4
COc1cc(NC(=O)c2ccc(OC)c([N+](=O)[O-])c2)ccc1NC(=O)c1cccs1	-1	3	-4	0	3	6	-3	-25	0.2
Cc1c(C(=O)NCc2ccc3c(c2)OCO3)oc2ccc(S(=O)(=O)N3CCCC3)cc12	1	7	8	-11	-16	20	10	23	0.9
O=C(c1cc(COc2ccc3ncccc3c2)on1)N1CCCCCC1	7	16	5	-2	-4	-7	13	47	0.7
CC(NC(=O)c1ccc(F)cc1)c1ccccc1 (centres undefined)	-5	0	-3	-4	-30	4	-4	-12	-1.8
Cc1ccc2c(c1)C(=O)C(=O)N2CC(=O)OC(C)C	0	-3	-6	-6	-7	-6	11	11	0.4
CCCCNC(=S)Nc1cc([N+](=O)[O-])ccc1C	2	5	1	-6	-15	0	2	-1	-0.1
NCc1ccc(S(N)(=O)=O)cc1	-4	0	-1	6	-30	-19	3	17	-1.1
CCC1CCc2c(sc(NC(=O)CSc3nc(-c4ccco4)cc(C(F)(F)F)n3)c2C#N)C1 (centres undefined)	11	1	-1	-10	-14	-14	-1	18	3.6
Cc1nc(/C(N)=N/OC(=O)c2c(-c3ccccc3Cl)noc2C)cs1	·	-5	0	4	7	2	0	-6	-1.7
COCCNC(=O)C(=O)N/N=C(\C)CC(=O)Nc1cccc(C(F)(F)F)c1	·	1	-2	-4	6	15	-3	10	1.1
CCOc1cc(CNCC(O)c2ccccc2)cc(Cl)c1OC (centres undefined)	9	7	-2	-7	-28	7	-12	21	1.3
COC(=O)CN(C(=S)Nc1ccc(F)cc1)C1CC(=O)N(c2ccc(OC)cc2)C1=O (centres undefined)	-4	1	-2	-10	-11	40	11	-15	-1.1

Next section; the last 2 above are carried over.
SMILES	NPY-Y1 antag	BaF3 parental	Ba/F3 V617F tox	NCF1 inh	S1P4 antag	NPY1 pot ag	NPY2 pot ag	CHOP inh	S1P4 ag
CCOc1cc(CNCC(O)c2ccccc2)cc(Cl)c1OC (centres undefined)	9	7	-2	-7	-28	7	-12	21	1.3
COC(=O)CN(C(=S)Nc1ccc(F)cc1)C1CC(=O)N(c2ccc(OC)cc2)C1=O (centres undefined)	-4	1	-2	-10	-11	40	11	-15	-1.1
Cc1ccc(-c2nn(-c3ccccc3)cc2C(=O)NN2CCN(C)CC2)cc1	5	5	1	3	1	3	-13	-15	-0.4
CCOC(=O)c1sc(NC(=O)COC(=O)c2ccco2)nc1C	-2	4	-2	-7	2	7	-10	17	0.1
Cc1ccc(-n2c(SCc3ccc(C(=O)O)cc3)nnc2-c2ccncc2)cc1	·	0	-3	3	-12	7	7	4	-2.2
CCN1CCN(CCOc2ccccc2-c2ccccc2)CC1	10	2	1	-1	-11	13	-6	22	-1.4
COCCn1c(Cc2ccccc2)nnc1SCC(=O)NC(C)(C)C	6	2	3	-5	1	5	11	21	-1.3
Cc1nc2c(cnn2-c2ccccc2Cl)c(=O)n1-c1ccc(C(C)C)cc1	3	7	0	-20	-1	39	9	28	-4.4
COc1cc(N)c(Cl)cc1NC(=O)c1ccccc1	0	9	5	-8	-1	-7	-8	5	1.4
COc1cccc(NC(=O)C(Cc2ccccc2)n2cccc2)c1 (centres undefined)	·	2	-1	-14	6	33	6	11	0.6
O=C(Oc1ccc(Nc2ncnc3ccccc23)cc1)c1cccnc1	8	3	3	1	-15	-3	-1	-8	0.0
Cc1ccc(C(=O)Cn2c(C(=O)/C=C/c3ccccc3)nc3ccccc32)cc1	1	3	0	0	9	-9	-12	27	-2.1
COc1ccc(-c2cc(=O)c3ccccc3[nH]2)cc1	-2	2	-1	1	16	-23	0	2	0.1
Cc1cc(C(=O)OCC(=O)c2cccs2)c2ccccc2n1	-4	6	-1	-1	13	-3	-16	-4	2.5

Compound profiles (already shown). Order of screens: NPY-Y1 antag	BaF3 parental	Ba/F3 V617F tox	NCF1 inh	S1P4 antag	NPY1 pot ag	NPY2 pot ag	CHOP inh	S1P4 ag
Results for NCc1ccc(S(N)(=O)=O)cc1 → -4	0	-1	6	-30	-19	3	17	-1.1
Results for CC(C)CC(=O)NC(=S)NCCc1ccccc1 → -6	2	-4	-5	-13	17	7	57	0.9

Screens: PubChem BioAssay, several laboratories

Not a hit list, and some 7.1% of all compounds hit somewhere here.
